From PubChem BioAssay
L3MBTL1 block: inhibitors of human L3MBTL1; Q9Y468; AlphaScreen L3MBTL1–H3K9me1 peptide binding; Potency, µM (series often up to 57.1 µM), inactives show at the highest dose activity, negative = inhibition, actives largely listed as inhibitors; 230,000 compounds, 0.66% hits; active = well fitted inhibition curve with a large enough effect; inconclusive = small, poorly fitted or top-dose-only effect; inactive = no such curve, though single readings can be large or run the other way; note: nearly all actives have a fitted effect of over 60% in size
Target sequence (Q9Y468 whole entry, looked up): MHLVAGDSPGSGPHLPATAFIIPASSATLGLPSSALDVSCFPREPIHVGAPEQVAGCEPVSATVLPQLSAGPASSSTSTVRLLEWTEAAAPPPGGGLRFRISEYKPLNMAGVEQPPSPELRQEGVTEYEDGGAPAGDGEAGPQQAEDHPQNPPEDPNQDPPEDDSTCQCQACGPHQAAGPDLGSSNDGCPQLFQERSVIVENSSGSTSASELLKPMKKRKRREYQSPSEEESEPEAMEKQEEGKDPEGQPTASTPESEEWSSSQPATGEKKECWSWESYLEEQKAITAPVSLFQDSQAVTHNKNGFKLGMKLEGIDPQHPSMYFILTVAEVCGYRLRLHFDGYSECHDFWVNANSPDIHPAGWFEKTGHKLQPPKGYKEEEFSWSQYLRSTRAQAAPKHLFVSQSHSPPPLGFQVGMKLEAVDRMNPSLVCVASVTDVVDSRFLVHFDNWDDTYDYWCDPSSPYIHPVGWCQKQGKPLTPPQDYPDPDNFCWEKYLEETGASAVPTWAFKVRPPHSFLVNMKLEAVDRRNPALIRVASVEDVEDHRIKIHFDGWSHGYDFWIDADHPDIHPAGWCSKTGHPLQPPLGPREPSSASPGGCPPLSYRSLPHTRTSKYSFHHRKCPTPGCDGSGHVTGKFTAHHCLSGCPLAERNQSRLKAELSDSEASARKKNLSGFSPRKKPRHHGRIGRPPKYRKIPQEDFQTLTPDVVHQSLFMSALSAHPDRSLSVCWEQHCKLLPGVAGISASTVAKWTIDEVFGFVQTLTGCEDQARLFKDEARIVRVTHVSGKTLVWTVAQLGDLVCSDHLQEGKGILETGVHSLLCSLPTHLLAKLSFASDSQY
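AlphaScreen assay: L3MBTL1 (50 nM final) was preincubated 30 min at room temperature with biotinylated H3(1-15)K9me1 peptide (75 nM final), then 30 min with library compounds; streptavidin donor and nickel chelate acceptor beads (10 ug/mL final) added, 30 min dark.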
* hit, by the source's call; ? = inconclusive; [ ] = remark or other dose. % is set by controls: 0 for no effect and ±100 for the full control effect; potency is the fitted concentration of half-maximal effect.

structure	L3MBTL1 block
Nc1c(N(Cc2ccco2)C(=O)c2cccc(Cl)c2)c(=O)[nH]c(=O)n1Cc1ccccc1	-0.2%
C=CCOc1ccc(C(=O)Nc2ncn[nH]2)cc1	-4.3%
COc1ccc(S(=O)(=O)N2CCCCCC2)cc1C(=O)N(C)Cc1ccc(F)cc1	-4.0%
O=C(Nc1cccc(S(=O)(=O)NC2=NCCC2)c1)c1c(F)cccc1Cl	1.8%
CCc1noc(C)c1C(=O)NCCc1ccc(Cl)cc1	0.7%
COc1ccc(CCNC(=O)CCC(=O)N2CC(C)Oc3ccc(Cl)cc32)cc1OC (stereo not drawn)	-0.6%
CSc1ccc(C(c2c(C)[nH][nH]c2=O)c2c(C)[nH][nH]c2=O)cc1	-3.1%
C[C@H](NS(=O)(=O)c1ccc(F)cc1)C(=O)OCC(=O)c1c(N)n(C)c(=O)n(C)c1=O	6.0%

The list goes on:
structure	L3MBTL1 block
O=C(COC(=O)CNC(=O)C1CCCCC1)NCc1ccc(Cl)cc1	6.2%
Cc1ccc(NC(=O)C2CC2c2ccccc2)c([N+](=O)[O-])c1 (stereo not drawn)	-18.6%
CCN(CC)CCCNc1ncnc2scc(-c3ccc(F)cc3)c12	-11.3%
Cc1ccc(C)c(C(C)NC(=O)C2CC=CCC2C(=O)O)c1 (stereo not drawn)	10.2%
CC1(c2ccccc2)NC(=O)N(CC(=O)Nc2cc(Cl)ccc2N2CCOCC2)C1=O (stereo not drawn)	3.9%
Cc1ccc(NC(=O)CN2CCCC2c2cccn2C)cc1C (stereo not drawn)	-7.0%
Cc1ccc(OCC(=O)Nc2c(C)nn(-c3ccccc3)c2C)c(Br)c1	0.2%
COc1cc(C(=O)OCC(=O)NC(=O)NCc2ccccc2)ccc1OC(F)F	-0.7%

Continued.
structure	L3MBTL1 block
Cc1ccc2c(c1)N(C(=O)CCC(=O)NCc1cccc(F)c1)CCO2	3.5%
CCOc1ccc(N(CC(=O)NCCSCc2ccc(C)cc2)S(C)(=O)=O)cc1	11.3%
CSc1ncccc1C(=O)OCC(=O)Nc1nc(C)c(Cl)cc1Cl	0.6%
O=C(O)CCC1(CCC(=O)O)c2ccccc2-c2ccccc21	0.3%
O=C(Cn1nnc(-c2ccc(F)cc2)n1)Nc1cccc(S(=O)(=O)N2CCCC2)c1	-2.4%
CN(C)C(=O)Cn1cnc2c(cnn2-c2ccc(F)cc2)c1=O	1.7%
Nc1nc(=S)c2ncn([C@@H]3O[C@H](CO)[C@@H](O)[C@H]3O)c2[nH]1	-1.1%
CSc1ccc(CN2CCC(CO)(CCOc3ccccc3)CC2)cc1	-5.7%

New compounds follow.
structure	L3MBTL1 block
CCCCCCCC(=O)Nc1cc(C(=O)NCc2ccc(C)cc2)ccc1N1CCC2(CC1)CC(c1cccc(Br)c1)=NO2	10.6%
COc1ccc(Cl)cc1NC(=O)c1cnccn1	5.8%
O=C(Nc1ccc(Cl)cc1)c1nc[nH]c1C(=O)N1CCc2ccccc2C1	12.0%
O=C(c1ccco1)N1CCN(C(=O)c2cc(=O)[nH]c3ccccc23)CC1	-4.6%
COc1ccccc1CCNC(=O)c1ccc(NC(=O)CC2SC(N3CCCC3)=NC2=O)cc1 (stereo not drawn)	-7.2%
Cc1ccnc(NC(=O)c2ccccc2NC(=O)c2ccc(Cl)cc2Cl)c1	-3.1%
CCCCC(=O)Nc1cc(C)c(NC(=O)c2ccco2)cn1	0.0%
Cc1ccc(NC(=O)CSc2nncn2N)cc1C	5.0%

(continued)
structure	L3MBTL1 block
COc1ccc(C(CNC(=O)CNC(=O)c2ccccc2Cl)N2CCCC2)cc1 (stereo not drawn)	-13.7%
O=C(COC(=O)c1cccnc1Cl)NC1CCCCC1	3.0%
COc1ccc(F)cc1S(=O)(=O)Nc1ccncc1	0.6%
C/C(=N\Nc1nccnc1Cl)c1ccc(O)cc1	0.5%
CC(OC(=O)Cn1[nH]c(=O)c2ccccc2c1=O)C(=O)Nc1cccc(Cl)c1 (stereo not drawn)	-3.0%
CC(OC(=O)c1ccc2c(c1)OCCO2)C(=O)NC1CCCCC1C (stereo not drawn)	1.8%
C[C@H](CO)N1C[C@H](C)[C@H](CN(C)Cc2ccc(-c3ccccc3)cc2)Oc2ccc(NS(=O)(=O)c3ccccc3)cc2CC1=O	-11.2%
Cc1cc(NC(=O)C(C)SCC(=O)OCc2ccc(Cl)cc2Cl)no1 (stereo not drawn)	12.0%

(list continues)
structure	L3MBTL1 block
O=C(c1ccc(COc2ccccc2)o1)N1CCN(S(=O)(=O)c2ccccc2Cl)CC1	-11.8%
Cc1ccc(CN2CCN(/N=C/c3cc(Br)ccc3F)CC2)cc1	-18.1%
COc1cc(N)c(Cl)cc1C(=O)OCC(=O)Nc1cccnc1Cl	0.0%
C=CC[C@@H](CC(=O)NCCO)C(=O)NC[C@H](OC(=O)[C@@H](CC=C)CC(=O)OC(C)(C)C)c1ccccc1	-0.9%
Cc1c(OCC(=O)N[C@@H](Cc2ccccc2)C(=O)O)ccc2c3c(c(=O)oc12)CCC3	1.0%
Cc1ccc(N2C(=O)N3[C@H](c4cccc(C)c4)[C@@H]4C(=O)N(Cc5ccccc5)C(=O)[C@@H]4[C@]3(C)C2=O)cc1	1.2%
Cc1cc(C)c(C)c(OCCCCN(C)Cc2ccccc2)c1	6.3%
CCCNC(=O)c1ccc(N2CCC3(CC2)CC(c2ccccc2)=NO3)c(NC(=O)c2cccc(OC)c2)c1	-1.5%

Remaining list, next part.
structure	L3MBTL1 block
COc1ccc(OC)c(C(C)NC(=O)C(C)Cc2ccccc2)c1 (stereo not drawn)	-6.7%
COc1ccc(OC)c(CN2CCN(C(=O)CCC(=O)c3cccs3)CC2)c1	1.5%
CCN1CCN(C(=O)C(Cc2ccccc2)NC(=O)c2ccc(Cl)c(S(=O)(=O)N(C)C)c2)CC1 (stereo not drawn)	-1.3%
O=C(CCC1CCCCC1)NCCS(=O)(=O)N1CCN(c2ccccc2)CC1	-8.0%
O=C(CCCc1ccccc1)NCCc1ccc(F)cc1	17.2%
COc1cc(-c2nnc(NC(=O)CCS(=O)(=O)c3ccc(F)cc3)o2)cc(OC)c1OC	7.6%
O=C(CCC(=O)n1ncc2ccccc21)N1CCCCC1	3.4%
O=c1oc(CCO)cc2ccc(C#Cc3ccsc3)cc12	9.3%

Next part:
structure	L3MBTL1 block
C=CCC1NS(=O)(=O)O[C@H](CCCC)[C@@H]1O (stereo partly drawn)	2.3%
Cc1nnc(NC(=O)CCC(=O)N2CCN(S(=O)(=O)c3cc([N+](=O)[O-])ccc3C)CC2)s1	2.5%
O=C(NCC1CCCCC1)c1cccc(S(=O)(=O)N2CCCC2)c1	6.1%
NCc1cccc(CNc2ccc([N+](=O)[O-])cc2C(N)=O)c1	-2.9%
COc1ccc(C(C)C)cc1S(=O)(=O)NCCCn1ccnc1	-2.9%
CC(=O)c1cccc(NC(=O)CSc2n[nH]c(=O)n2C2CC2)c1	10.6%
CCc1ccccc1NC(=O)CN(C)C(=O)COC(=O)c1c(Cl)cccc1Cl	6.6%
C#CCOCCOCCOCCNc1nc(N2CCN(C(=O)CCCCCCCCCCNC(=O)[C@H](CCCCN)n3cc(C)nn3)CC2)nc(N2CCN(C(=O)CCCCCCCCCCNC(=O)[C@@H]([C@H](C)CC)n3cc(CCCCCN)nn3)CC2)n1	-14.9%

Continued.
structure	L3MBTL1 block
CCOc1ccc(OCCC(=O)NNC(=O)c2ccncc2)cc1	-13.4%
COc1ccc(-n2c(COc3ccccc3)n[nH]c2=S)cc1	-3.8%[2.29 µM]
O=C(CNc1ccccc1F)Nc1cccc(S(=O)(=O)N2CCCCC2)c1	-9.6%
C[C@@]12C(=O)N(c3ccccc3)C(=O)N1[C@@H]1c3ccccc3OC[C@@H]1[C@H]2c1ccccc1	-5.9%
COc1ccc(CN(C#N)c2nc(C)cc(C)n2)cc1	-9.4%
CCc1cccc(C)c1NC(=O)c1cc(-c2ccncc2)nc2ccccc12	-10.7%
COc1ccccc1NS(=O)(=O)c1cccc(C(=O)N/N=C(\C)c2ccncc2)c1	1.1%
Cc1sc2ncnc(N3CCC(C(=O)Nc4ccc(F)cc4Cl)CC3)c2c1C	-2.5%

Later entries:
structure	L3MBTL1 block
CC1O[C@@H]2O[C@](O[C@H](C)CC[C@@H](C)O)(c3ccccc3)O[C@@H]2C[C@H]1O (stereo partly drawn)	1.6%
CC(NS(=O)(=O)OCC(Cl)(Cl)Cl)c1ccc(Br)cc1 (stereo not drawn)	18.1%
CN(CC(=O)NCc1ccco1)CC(=O)Nc1ccc(F)c(F)c1F	-0.6%
Cc1ccnc(NC(=O)c2cccc(NC(=O)c3ccccc3C)c2)c1	-4.1%
CC[C@@]1(C(=O)OC)N[C@H](CN(C)C(=O)Nc2ccc(C)cc2)[C@@H]2C(=O)N(C)C(=O)[C@@H]21	4.2%
CC(OC(=O)CNC(=O)c1ccc(Cl)cc1)C(=O)NC1CCCCC1C (stereo not drawn)	7.4%
CS(=O)(=O)c1ccc(-c2sc3cc4c(cc3c2C(=O)NN2CCOCC2)OCO4)cc1	9.1%
Cc1ccc(C(=O)CN2C(=O)NC3(CCc4ccccc43)C2=O)c(C)c1 (stereo not drawn)	1.1%

Continuation.
structure	L3MBTL1 block
COc1ccc(S(=O)(=O)N2CCC(NC(=O)c3cccc(F)c3)CC2)cc1	3.2%
CCCN1CCC(=O)N([C@H](CSc2ccccc2)Cc2ccccc2)CC1	2.1%
CC(C)CN(C(=O)CSc1nc2ccccc2o1)c1c(N)n(Cc2ccccc2)c(=O)[nH]c1=O	-2.2%
CCOC(=O)C1CCN(C(=O)/C(=C/c2ccccc2)NC(=O)c2ccccc2)CC1	-0.7%
CC1Cc2ccccc2N1C(=O)Cn1cc([N+](=O)[O-])ccc1=O (stereo not drawn)	-2.1%
CC1=NN(C(N)=S)C(=O)C1N=Nc1ccccc1Cl (stereo not drawn)	9.0%[2.29 µM]
O=S1(=O)CCO[C@H]2Cc3ccccc3[C@H]2N1Cc1ccc(F)cc1	0.5%
COc1ccc(CN(C)C(=O)c2cc(S(=O)(=O)N3CCOCC3)ccc2N2CCCC2)cc1	2.5%

The list continues.
structure	L3MBTL1 block
CCOC(=O)c1cccc(NC(=O)c2ccc(-n3cnnn3)cc2)c1	4.7%
O=C1CC[C@@H](OCc2ccccc2)CCN1CC[C@H](Sc1ccccc1)c1ccccc1	-0.1%
CC(=O)NCCc1ccc(C(=O)COC(=O)c2cccn2C)cc1	-9.9%
Cc1ccc(C2=N/C(=C\c3ccc(F)cc3)C(=O)N2)cc1	10.4%
Fc1ccc2cc(-c3ccccc3F)ncc2c1	98.3%[activator]
O=C(CCCc1ccccc1)NCCS(=O)(=O)N1CCN(c2ccc(F)cc2)CC1	-2.3%
O=C(CCc1ccccc1)NC1(Cc2ccccc2)CCN(CCCc2ccccc2)C1=O (stereo not drawn)	-0.3%
CN(CC(=O)Nc1ccc(Cl)c(C(F)(F)F)c1)C(=O)Cc1c[nH]c2ccccc12	-4.7%

Three entries from above, reformatted.
L3MBTL1 block,compound
-0.1%,O=C1CC[C@@H](OCc2ccccc2)CCN1CC[C@H](Sc1ccccc1)c1ccccc1
4.7%,CCOC(=O)c1cccc(NC(=O)c2ccc(-n3cnnn3)cc2)c1
98.3%[activator],Fc1ccc2cc(-c3ccccc3F)ncc2c1

The results go on:
structure	L3MBTL1 block
CCCCNS(=O)(=O)CCNCCc1ccccc1	-8.6%
CCN(CC)CCNC(=O)c1ccc(NC(=O)C2CCN(S(=O)(=O)c3ccc4c(c3)OCCO4)CC2)cc1	2.4%
CCC(Cc1ccccc1)NC(=O)/C=C/c1ccco1 (stereo not drawn)	1.8%[2.29 µM]
O=C(Nc1cccc(S(=O)(=O)N2CCCCC2)c1)C1CCN(C(=O)c2ccc(Cl)cc2)CC1	-9.0%
O=C1C(=O)N(CCCO)C(c2ccccc2)/C1=C(\O)c1ccc(Br)cc1 (stereo not drawn)	3.9%[2.29 µM]
CN(CC(=O)Nc1ccccc1Cl)C(=O)COC(=O)c1ccc(-c2ccc(O)cc2)cc1	-19.8%
C#CCCc1cocc1/C=[N+](\[O-])c1ccc(C(=O)OCC)cc1	?
CCOC(=O)[C@@H]1[C@H]2COc3cc(OC)ccc3[C@@H]2N2C(=O)N(c3ccc(C(F)(F)F)cc3)C(=O)[C@@]12C	1.5%

Next section
structure	L3MBTL1 block
CCCc1cc(=O)[nH]c2nnc(SCC(=O)Nc3nnc(SCC)s3)n12	3.7%
CCN(CC(=O)Nc1c(F)cccc1F)C(=O)c1cccc(S(=O)(=O)NCc2ccccc2)c1	-1.6%
CC[C@]12c3[nH]c4ccc(Cl)cc4c3CCN1C(=O)[C@@H](CC(=O)NCCc1ccccn1)C[C@@H]2C(=O)N1CCN(C(=O)C2CC2)CC1	-2.8%
COc1ccc(-c2nn(-c3ccccc3)cc2C=O)cc1[N+](=O)[O-]	5.2%
CC1CN(C(=O)COC(=O)c2ccc3ncsc3c2)CC(C)O1 (stereo not drawn)	0.3%
O=C(Nc1cccc2ncccc12)c1ccccc1Cl	-8.3%
O=C(COC(=O)/C=C/c1ccc([N+](=O)[O-])cc1)Nc1ccc2[nH]c(=O)[nH]c2c1	-2.8%
Cc1cnc(C(=O)OCC(=O)N(C)CC(=O)Nc2ccccc2Cl)cn1	4.5%
CC1(C(=O)O)CCC(C(=O)Nc2ccc(Cl)c(Cl)c2)C1(C)C (stereo not drawn)	3.6%

Only part of the results is shown (hit frequency here may not be typical).
